697 NFkB inh: lowers PMA/ionomycin-induced NF-kB signal in 697 B cells | 697 B-cell NF-kB luciferase reporter, 16 h | inhibition, % at 4 µM | 330,000 compounds, 0.33% hits | AID 435022; in the data active means inhibition above about 35%
tim23-1 inh: growth inhibitors of tim23-1 mutant yeast | inhibition, % at 20 µM | 330,000 compounds, 1.3% hits | AID 463212 | S. cerevisiae tim23-1 growth, BacTiter-Glo luminescence, 24 h;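 active means growth inhibition of the mutant yeast at or above 50%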;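 further: temperature-sensitive mutant grown at 25 °C; plate controls were DMSO-treated mutant yeast for no effect and medium wells lacking yeast for full effect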
UPR CHOP act: apoptotic UPR (CHOP) activation; CHO-CHOP luciferase reporter, luminescence; percent of tunicamycin response over DMSO baseline; activation, % at 10 µM; 330,000 compounds, 0.34% hits; AID 449763;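 active means at 10 µM dose, activation of 40% or more, normalized to positive control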;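 further: 100% = tunicamycin at 10 µg/mL and 0% = DMSO alone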
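Assay system: CHO-CHOP cells, stable luciferase reporter of PERK-eIF2a-CHOP signalling / Buffer or medium: F12 plus 10% serum / Compound dosing: one dose, 10 µM in 0.5% DMSO / Times: 6 h compound treatment, 37 °C / Technique: luciferase luminescence / Read-out: % reporter activation, DMSO baseline versus tunicamycin full activation / Benchmarks: tunicamycin and DMSO controls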
Jurkat NFkB inh: lowers PMA/ionomycin-induced NF-kB signal in Jurkat cells. PMA/ionomycin-induced NF-kB luciferase reporter, luminescence. inhibition, % at 4 µM. 330,000 compounds, 0.53% hits. AID 435003; in the data active means inhibition above about 50%
tim10-1 inh: tim10-1 yeast growth inhibition; S. cerevisiae tim10-1 ts strain growth, BacTiter-Glo, 24 h; inhibition, % at 20 µM; 330,000 compounds, 2.2% hits; AID 463190;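 active means inhibition of at least 40%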;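 further: mutant grown at 25 °C; 0% = DMSO wells with yeast and 100% = wells holding no yeast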
XBP1 UPR activ: adaptive UPR (XBP1) activation; CHO-XBP1 luciferase reporter, IRE1-XBP1 UPR activation, luminescence; percent of tunicamycin response, DMSO as zero; activation, % at 20 µM; 330,000 compounds, 0.33% hits;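 active means versus positive control, 20 µM dose yields 30% or more activation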;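 further: 100% = tunicamycin at 10 µg/mL and 0% = DMSO only wells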
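Test system: CHO-XBP1 luciferase reporter cells | Buffer or medium: Serum-containing F12 medium, 10% FBS | Schedule: 6 h compound exposure at 37 °C, 5% CO2 | Detection: Steady-Glo luciferase glow luminescence, 10 min after reagent addition | Read-out basis: Activation, % of tunicamycin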
TIM10 inh: growth inhibitors of TIM10 yeast strain. S. cerevisiae TIM10 strain growth, BacTiter-Glo luminescence, 24 h. inhibition, % at 10 µM. 330,000 compounds, 1.4% hits. AID 463195;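 active means inhibition of 40% or more at the single tested concentration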;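 further: wild-type TIM10 isogenic control strain grown at permissive 25 °C; 0% = DMSO yeast wells and 100% = minimal medium wells without yeast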
Mdm2-MdmX inh: disrupts the human Mdm2-MdmX interaction | inhibition, % at 8 µM | 330,000 compounds, 3% hits | O15151+Q00987 | AID 485346 | SaOS-2 split-luciferase Mdm2/MdmX complementation, luminescence;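 active means inhibition of at least 50% at 8 µM in the primary screen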
Target sequence (O15151 whole entry, looked up): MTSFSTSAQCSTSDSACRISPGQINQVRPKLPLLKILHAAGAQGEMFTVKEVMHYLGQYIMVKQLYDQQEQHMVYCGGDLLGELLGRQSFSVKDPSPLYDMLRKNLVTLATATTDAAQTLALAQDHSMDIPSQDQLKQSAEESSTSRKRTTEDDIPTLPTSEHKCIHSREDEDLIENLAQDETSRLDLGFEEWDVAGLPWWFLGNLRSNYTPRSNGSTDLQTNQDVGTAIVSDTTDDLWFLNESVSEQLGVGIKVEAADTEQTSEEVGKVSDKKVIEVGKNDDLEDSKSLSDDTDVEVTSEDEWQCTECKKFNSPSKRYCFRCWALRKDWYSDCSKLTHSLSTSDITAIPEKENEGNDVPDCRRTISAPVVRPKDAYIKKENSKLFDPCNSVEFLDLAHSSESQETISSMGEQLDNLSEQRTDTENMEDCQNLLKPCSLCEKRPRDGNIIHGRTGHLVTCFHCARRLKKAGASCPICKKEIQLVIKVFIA
Target sequence (Q00987 whole entry, looked up): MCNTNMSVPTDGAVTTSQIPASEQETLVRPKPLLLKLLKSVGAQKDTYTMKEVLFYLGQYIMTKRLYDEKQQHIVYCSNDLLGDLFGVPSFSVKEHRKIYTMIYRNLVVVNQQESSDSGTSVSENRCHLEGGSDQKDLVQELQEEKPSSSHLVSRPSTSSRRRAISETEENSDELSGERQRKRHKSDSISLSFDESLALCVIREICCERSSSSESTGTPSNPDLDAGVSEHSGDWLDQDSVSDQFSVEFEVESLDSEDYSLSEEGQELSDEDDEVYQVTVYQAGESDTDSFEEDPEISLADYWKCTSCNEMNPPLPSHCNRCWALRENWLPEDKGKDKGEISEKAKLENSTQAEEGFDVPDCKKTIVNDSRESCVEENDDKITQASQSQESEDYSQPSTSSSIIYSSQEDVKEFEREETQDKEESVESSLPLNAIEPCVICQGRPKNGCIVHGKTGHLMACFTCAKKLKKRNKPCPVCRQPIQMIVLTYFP
Active calls of the source: *.

Cc1noc(C)c1COc1ccc(C(=O)NCCOc2ccccc2)cc1 was read as 697 NFkB inh -5, tim23-1 inh 12, UPR CHOP act 3.5, Jurkat NFkB inh -15, tim10-1 inh 9, XBP1 UPR activ 1, TIM10 inh 1 and Mdm2-MdmX inh -2.
For CCCCc1cc(=O)oc2cc(C)cc(OCC(=O)Nc3cccnc3)c12 the results were 697 NFkB inh 19, tim23-1 inh -9, UPR CHOP act 2.4, Jurkat NFkB inh 1, tim10-1 inh 4, XBP1 UPR activ -5, TIM10 inh -19 and Mdm2-MdmX inh 38.
Screening COc1ccc(C(=O)N2CCCC(C(=O)O)C2)c2ccccc12 (centres undefined) returned 697 NFkB inh -6, tim23-1 inh -14, UPR CHOP act 3.6, Jurkat NFkB inh -6, tim10-1 inh -4, XBP1 UPR activ 2, TIM10 inh 11 and Mdm2-MdmX inh 2.
Screening Cc1cc(C)c2nc(/N=C(\N)NC(=O)c3ccccc3)nc(C)c2c1 returned 697 NFkB inh -1, tim23-1 inh -1, UPR CHOP act 1.5, Jurkat NFkB inh -27, tim10-1 inh 3, XBP1 UPR activ 1, TIM10 inh -6 and Mdm2-MdmX inh 37.
For COc1ccc(-n2c(=S)[nH]c3cc(C(=O)N4CCN(c5ccccc5)CC4)ccc3c2=O)cc1 the results were 697 NFkB inh -63, tim23-1 inh -2, UPR CHOP act 0.4, Jurkat NFkB inh -74, tim10-1 inh -22, XBP1 UPR activ -7, TIM10 inh 9 and Mdm2-MdmX inh -6.
CNC(=O)c1ccc(Nc2nnc(-c3ccc(C)c(S(N)(=O)=O)c3)c3ccccc23)cc1 was read as 697 NFkB inh 9, tim23-1 inh 14, UPR CHOP act 1.2, Jurkat NFkB inh -15, tim10-1 inh 17, XBP1 UPR activ -4, TIM10 inh 1 and Mdm2-MdmX inh 2.
Screening Cc1ccccc1-n1c(-c2csc3ccccc23)n[nH]c1=S returned 697 NFkB inh 0, tim23-1 inh 32, UPR CHOP act 0.6, Jurkat NFkB inh -15, tim10-1 inh 35, XBP1 UPR activ 0, TIM10 inh 40* and Mdm2-MdmX inh 12.
Screening COc1cc2c(cc1OC)CN(C(=O)CSc1nc(N)c(C#N)cc1C#N)CC2 returned 697 NFkB inh 0, tim23-1 inh 5, UPR CHOP act -2.7, Jurkat NFkB inh 1, tim10-1 inh 11, XBP1 UPR activ 0, TIM10 inh -21 and Mdm2-MdmX inh 7.
`CS(=O)(=O)c1ccc(C(=O)Nc2cc(-c3ccccc3)nn2-c2ccccc2)cc1` gave 697 NFkB inh 22, tim23-1 inh 7, UPR CHOP act -0.4, Jurkat NFkB inh 13, tim10-1 inh -2, XBP1 UPR activ -3, TIM10 inh 6 and Mdm2-MdmX inh 20.
For CC1CCN(Cc2csc(N)n2)CC1 the results were 697 NFkB inh 14, tim23-1 inh 0, UPR CHOP act -1.0, Jurkat NFkB inh -5, tim10-1 inh -2, XBP1 UPR activ 2, TIM10 inh 2 and Mdm2-MdmX inh 23.
`O=C(CNc1ccccc1F)Nc1cc(S(=O)(=O)N2CCCCC2)ccc1Cl` gave 697 NFkB inh 13, tim23-1 inh 33, UPR CHOP act 1.3, Jurkat NFkB inh -9, tim10-1 inh 23, XBP1 UPR activ -2, TIM10 inh 11 and Mdm2-MdmX inh 11.
Screening Cn1nc(-c2ccc(C(=O)N3CCN(CCO)CC3)cc2)c2ccccc2c1=O returned 697 NFkB inh -1, tim23-1 inh 14, UPR CHOP act -1.0, Jurkat NFkB inh -16, tim10-1 inh 11, XBP1 UPR activ -2, TIM10 inh -3 and Mdm2-MdmX inh 21.
For CN1CCN(S(=O)(=O)c2ccc(N3CCN(c4ccccc4Cl)CC3)nc2)CC1 the results were 697 NFkB inh 7, tim23-1 inh 5, UPR CHOP act 1.1, Jurkat NFkB inh 0, tim10-1 inh -6, XBP1 UPR activ 1, TIM10 inh 10 and Mdm2-MdmX inh 21.
COc1ccc(CCNC(=O)CCNC(=O)c2ccco2)cc1 was read as 697 NFkB inh 0, tim23-1 inh -9, UPR CHOP act 2.0, Jurkat NFkB inh 12, tim10-1 inh -11, XBP1 UPR activ -2, TIM10 inh -11 and Mdm2-MdmX inh 17.
For CCn1c(=O)cc(SCC(=O)NCCCN2CCC(C)CC2)c2ccccc21 the results were 697 NFkB inh 15, tim23-1 inh 4, UPR CHOP act -0.3, Jurkat NFkB inh -19, tim10-1 inh 10, XBP1 UPR activ 2, TIM10 inh -8 and Mdm2-MdmX inh 41.
Screening CC(=O)n1cc(N(C(=O)CCl)c2ccccc2)c2ccccc21 returned 697 NFkB inh -46, tim23-1 inh 54*, UPR CHOP act -3.5, Jurkat NFkB inh 72*, tim10-1 inh 32, XBP1 UPR activ -7, TIM10 inh 22 and Mdm2-MdmX inh 97*.
`COc1cc(C(=O)N/N=C(\c2ccccc2)c2ccccn2)cc(OC)c1OC` gave 697 NFkB inh -33, tim23-1 inh 28, UPR CHOP act 0.6, Jurkat NFkB inh 18, tim10-1 inh 22, XBP1 UPR activ 5, TIM10 inh 19 and Mdm2-MdmX inh 46.
`Cc1ccc(NC(=S)NCc2ccccc2)c(C)c1` gave 697 NFkB inh -29, tim23-1 inh 14, UPR CHOP act 1.1, Jurkat NFkB inh -19, tim10-1 inh 11, XBP1 UPR activ -4, TIM10 inh 4 and Mdm2-MdmX inh 8.
Screening CCOc1cc(N2CCOCC2)c(OCC)cc1NC(=O)COc1ncnc2ccccc12 returned 697 NFkB inh 21, tim23-1 inh 6, UPR CHOP act -0.3, Jurkat NFkB inh 0, tim10-1 inh 4, XBP1 UPR activ 2, TIM10 inh -1 and Mdm2-MdmX inh 4.
Screening O=C(Nc1nc(-c2ccc(F)c(F)c2)cs1)C1=COCCO1 returned 697 NFkB inh -51, tim23-1 inh 27, UPR CHOP act 7.7, Jurkat NFkB inh -33, tim10-1 inh 24, XBP1 UPR activ 2, TIM10 inh 36 and Mdm2-MdmX inh -31.
`COCCn1c(C)cc(C(=O)COC(=O)C2CC(=O)N(CCc3ccc(OC)c(OC)c3)C2)c1C` (centres undefined) gave 697 NFkB inh 11, tim23-1 inh 11, UPR CHOP act 2.3, Jurkat NFkB inh 1, tim10-1 inh 26, XBP1 UPR activ 0, TIM10 inh 7 and Mdm2-MdmX inh 4.
CSc1ccccc1NC(=O)CN(C1CCCCC1)S(C)(=O)=O was read as 697 NFkB inh -13, tim23-1 inh 15, UPR CHOP act -0.6, Jurkat NFkB inh -10, tim10-1 inh 4, XBP1 UPR activ 1, TIM10 inh 7 and Mdm2-MdmX inh 4.
Screening CS(=O)(=O)N(CC(=O)Nc1ccccc1C(=O)N1CCOCC1)c1ccccc1 returned 697 NFkB inh 5, tim23-1 inh 19, UPR CHOP act -2.2, Jurkat NFkB inh 3, tim10-1 inh 4, XBP1 UPR activ -2, TIM10 inh -3 and Mdm2-MdmX inh 9.
For COC(=O)c1[nH]c2cccc(Cl)c2c1NC(=O)CN1CCN(CCO)CC1 the results were 697 NFkB inh -60, tim23-1 inh -3, UPR CHOP act -1.3, Jurkat NFkB inh -5, tim10-1 inh 2, XBP1 UPR activ 0, TIM10 inh 1 and Mdm2-MdmX inh -41.

Three consecutive compounds out of the list so far, for reference:
CSc1ccccc1NC(=O)CN(C1CCCCC1)S(C)(=O)=O was read as 697 NFkB inh -13, tim23-1 inh 15, UPR CHOP act -0.6, Jurkat NFkB inh -10, tim10-1 inh 4, XBP1 UPR activ 1, TIM10 inh 7 and Mdm2-MdmX inh 4.
Screening CS(=O)(=O)N(CC(=O)Nc1ccccc1C(=O)N1CCOCC1)c1ccccc1 returned 697 NFkB inh 5, tim23-1 inh 19, UPR CHOP act -2.2, Jurkat NFkB inh 3, tim10-1 inh 4, XBP1 UPR activ -2, TIM10 inh -3 and Mdm2-MdmX inh 9.
For COC(=O)c1[nH]c2cccc(Cl)c2c1NC(=O)CN1CCN(CCO)CC1 the results were 697 NFkB inh -60, tim23-1 inh -3, UPR CHOP act -1.3, Jurkat NFkB inh -5, tim10-1 inh 2, XBP1 UPR activ 0, TIM10 inh 1 and Mdm2-MdmX inh -41.

Continuation.
CC(C)c1nc2sc3c(NCc4ccco4)ncnc3c2c2c1COC(C)(C)C2 was read as 697 NFkB inh -6, tim23-1 inh 2, UPR CHOP act 1.4, Jurkat NFkB inh 4, tim10-1 inh 14, XBP1 UPR activ 8, TIM10 inh 25 and Mdm2-MdmX inh 53*.
`CCOC(=O)CSc1cc(=O)n(CC)c2ccccc12` gave 697 NFkB inh 1, tim23-1 inh 7, UPR CHOP act 2.8, Jurkat NFkB inh 13, tim10-1 inh 13, XBP1 UPR activ -2, TIM10 inh -3 and Mdm2-MdmX inh 12.
Cc1nn(C(C)C(=O)NCc2cccs2)c(C)c1[N+](=O)[O-] (centres undefined) was read as 697 NFkB inh 21, tim23-1 inh 0, UPR CHOP act 0.4, Jurkat NFkB inh 4, tim10-1 inh 15, XBP1 UPR activ 1, TIM10 inh 0 and Mdm2-MdmX inh 14.
For COC(=O)c1ccccc1NC(=O)C1CCCN(S(C)(=O)=O)C1 (centres undefined) the results were 697 NFkB inh 10, tim23-1 inh -1, UPR CHOP act -0.1, Jurkat NFkB inh 3, tim10-1 inh -4, XBP1 UPR activ 5, TIM10 inh 2 and Mdm2-MdmX inh 16.
For COc1cccc(NC(=O)CN2CCC(C)CC2)c1 the results were 697 NFkB inh 17, tim23-1 inh 7, UPR CHOP act -1.7, Jurkat NFkB inh -27, tim10-1 inh -2, XBP1 UPR activ 2, TIM10 inh 4 and Mdm2-MdmX inh 2.
`C[C@H](CO)N1C[C@H](C)[C@@H](CN(C)CC2CCCCC2)Oc2c(NS(=O)(=O)c3cccs3)cccc2C1=O` gave 697 NFkB inh -4, tim23-1 inh 1, UPR CHOP act -0.2, Jurkat NFkB inh -1, tim10-1 inh 1, XBP1 UPR activ -3, TIM10 inh 4 and Mdm2-MdmX inh 11.
Screening COc1ccc(Nc2ncnc3sc(C)cc23)c(OC)c1 returned 697 NFkB inh -22, tim23-1 inh 17, UPR CHOP act 5.3, Jurkat NFkB inh -15, tim10-1 inh 6, XBP1 UPR activ 30*, TIM10 inh -8 and Mdm2-MdmX inh -31.
`CCCCn1c(N)c(N(CC(C)C)C(=O)c2cccc(-n3cnnn3)c2)c(=O)[nH]c1=O` gave 697 NFkB inh 9, tim23-1 inh 9, UPR CHOP act 0.9, Jurkat NFkB inh 1, tim10-1 inh 9, XBP1 UPR activ -2, TIM10 inh 11 and Mdm2-MdmX inh 18.
For Cc1ccc(NC(=O)C2CCCN2S(=O)(=O)c2ccc3c(c2)n(C)c(=O)c(=O)n3C)c(C)c1 (centres undefined) the results were 697 NFkB inh 4, tim23-1 inh 5, UPR CHOP act 0.4, Jurkat NFkB inh 7, tim10-1 inh -1, XBP1 UPR activ -2, TIM10 inh -17 and Mdm2-MdmX inh 14.
For COc1ccc(/C(C)=N/OCC(=O)Nc2nc3ccccc3s2)cc1 the results were 697 NFkB inh -4, tim23-1 inh 43, UPR CHOP act 1.4, Jurkat NFkB inh 15, tim10-1 inh 42*, XBP1 UPR activ -1, TIM10 inh 11 and Mdm2-MdmX inh -22.
For CCOC(=O)c1nn(-c2ccc(OC)cc2)c(=O)c2c(N)scc12 the results were 697 NFkB inh -3, tim23-1 inh 38, UPR CHOP act -1.9, Jurkat NFkB inh -13, tim10-1 inh 38, XBP1 UPR activ 0, TIM10 inh 27 and Mdm2-MdmX inh -10.
Screening COc1ccc2c(c1)C(c1ccc(Cl)cc1)NC(=O)C2 (centres undefined) returned 697 NFkB inh 11, tim23-1 inh -4, UPR CHOP act -0.7, Jurkat NFkB inh 18, tim10-1 inh 12, XBP1 UPR activ -1, TIM10 inh 0 and Mdm2-MdmX inh 8.

Screening data: PubChem, Sanford-Burnham Center for Chemical Genomics
